# CRFR2-BP antag: CRF-BP/CRF-R2 complex antagonism. 350,000 compounds, 0.59% hits. inhibition, % at 11.8 µM. AID 588475. HEK293 CRF-R2/CRF-BP, CRF-induced calcium fluorescence;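 active means inhibition of the ligand-induced calcium signal above about 50% at the single tested concentration, limit read from the data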
# VIM-2 inh: blocks Pseudomonas aeruginosa VIM-2 metallo-beta-lactamase | AID 1527 | inhibition, % at 5.6 µM | 290,000 compounds, 0.89% hits | purified VIM-2, nitrocefin hydrolysis, epi-absorbance fluorescence;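 active means inhibition above the mean of all tested compounds plus 3 SD, cutoff set per screening run, cut at about 7.5% in these data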;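 further: red hydrolysis product quenches plate fluorescence so inhibitors raise well fluorescence; 0% = enzyme with DMSO and 100% = DMSO without enzyme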
# IDE act: activators of human insulin-degrading enzyme in cells. P14735. HEK cells, FAbeta-B cleavage, fluorescence polarization; 0% vehicle, 100% cell-free pure enzyme wells. 340,000 compounds, 0.073% hits. activation, % at 5.96 µM;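 active means activation above the mean of all tested compounds plus 3 SD, set per screening campaign, cut at about 17% in these data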
# IMP-1 inh: inhibitors of Pseudomonas aeruginosa IMP-1 metallo-beta-lactamase; purified IMP-1, nitrocefin hydrolysis, epi-absorbance fluorescence; inhibition, % at 5.6 µM; 290,000 compounds, 0.45% hits; AID 1556;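 active means inhibition above the mean plus 3 SD of all compounds in the same screening run, cut at about 4.5% in these data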;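 further: 0% = IMP-1 with DMSO and 100% = DMSO wells lacking enzyme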
#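 Assay system: purified IMP-1; Quantity: IMP-1 0.2 nM before substrate addition; Medium: HEPES buffer pH 7.1 with ZnSO4 and Brij 35; Incubation: 15 min enzyme–compound preincubation, then 25 min nitrocefin reaction, 25 °C; Signal: fluorescence quenching readout, ex 480/em 530 nm; Controls: DMSO with and without IMP-1; Repeats: singlicate testing.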
# HCV NS3 hel inh: HCV NS3 helicase inhibition; NS3 helicase DNA unwinding, Cy5 molecular beacon fluorescence; inhibition, % at 10.9 µM; 290,000 compounds, 0.56% hits; AID 1800;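 active means inhibition above the mean of all tested compounds plus 3 SD, set per campaign, cut at about 35% in these data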;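 further: 0% = DMSO wells and 100% = thioflavine S control wells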
#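 System: NS3 helicase fragment of HCV / Schedule: 1 h at 25 °C / Control set: DMSO alone as 0% and 110 µM thioflavine S as 100% / Reagent: Cy5/quencher beacon DNA duplex and ATP to start / Technique: Cy5 fluorescence / Replication: singlicate / Evaluation: % inhibition of end-to-start signal ratio versus controls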
# GalR3 antag: antagonists of human GalR3; O60755; HEK293 GalR3-CNG cAMP membrane potential fluorescence; galR3 body fused to GalR1 C-terminus; inhibition, % at 3 µM; 360,000 compounds, 0.44% hits;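 active means inhibition above the screen-wide average plus 3 SD, cut at about 13% in these data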;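 further: forskolin and galanin both at EC90 stimulate the cells; cAMP rise reported by CNG channel membrane potential dye signal; 0% = forskolin plus galanin with DMSO and 100% = forskolin alone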
# UBC9 SUMO inh: SUMOylation inhibition. inhibition, % at 35 µM. HTRF SUMOylation assay, SAE1/SAE2 + UBC9, in vitro. 290,000 compounds, 0.36% hits. AID 2006. P63279; in the data active means inhibition above about 50%, passing the limit was not always enough; further: strong numbers were not always called active
# p-CIP stab down: compounds decreasing mouse p/CIP protein stability | Q05BA5 | 290,000 compounds, 0.01% hits | F442A p/CIP-EGFP cells, EGFP fluorescence, 16 h | decrease of EGFP signal, % at 10 µM;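 active means EGFP signal decrease of at least 30% at 10 µM or well 3 SD below plate mean, unless failing retest; inactive means the rest, including hits failing retest or dose response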; further: some compounds called inactive have numbers as strong as hits; many of its hits are not listed in these tables
# Target sequence (Q05BA5 1-1403): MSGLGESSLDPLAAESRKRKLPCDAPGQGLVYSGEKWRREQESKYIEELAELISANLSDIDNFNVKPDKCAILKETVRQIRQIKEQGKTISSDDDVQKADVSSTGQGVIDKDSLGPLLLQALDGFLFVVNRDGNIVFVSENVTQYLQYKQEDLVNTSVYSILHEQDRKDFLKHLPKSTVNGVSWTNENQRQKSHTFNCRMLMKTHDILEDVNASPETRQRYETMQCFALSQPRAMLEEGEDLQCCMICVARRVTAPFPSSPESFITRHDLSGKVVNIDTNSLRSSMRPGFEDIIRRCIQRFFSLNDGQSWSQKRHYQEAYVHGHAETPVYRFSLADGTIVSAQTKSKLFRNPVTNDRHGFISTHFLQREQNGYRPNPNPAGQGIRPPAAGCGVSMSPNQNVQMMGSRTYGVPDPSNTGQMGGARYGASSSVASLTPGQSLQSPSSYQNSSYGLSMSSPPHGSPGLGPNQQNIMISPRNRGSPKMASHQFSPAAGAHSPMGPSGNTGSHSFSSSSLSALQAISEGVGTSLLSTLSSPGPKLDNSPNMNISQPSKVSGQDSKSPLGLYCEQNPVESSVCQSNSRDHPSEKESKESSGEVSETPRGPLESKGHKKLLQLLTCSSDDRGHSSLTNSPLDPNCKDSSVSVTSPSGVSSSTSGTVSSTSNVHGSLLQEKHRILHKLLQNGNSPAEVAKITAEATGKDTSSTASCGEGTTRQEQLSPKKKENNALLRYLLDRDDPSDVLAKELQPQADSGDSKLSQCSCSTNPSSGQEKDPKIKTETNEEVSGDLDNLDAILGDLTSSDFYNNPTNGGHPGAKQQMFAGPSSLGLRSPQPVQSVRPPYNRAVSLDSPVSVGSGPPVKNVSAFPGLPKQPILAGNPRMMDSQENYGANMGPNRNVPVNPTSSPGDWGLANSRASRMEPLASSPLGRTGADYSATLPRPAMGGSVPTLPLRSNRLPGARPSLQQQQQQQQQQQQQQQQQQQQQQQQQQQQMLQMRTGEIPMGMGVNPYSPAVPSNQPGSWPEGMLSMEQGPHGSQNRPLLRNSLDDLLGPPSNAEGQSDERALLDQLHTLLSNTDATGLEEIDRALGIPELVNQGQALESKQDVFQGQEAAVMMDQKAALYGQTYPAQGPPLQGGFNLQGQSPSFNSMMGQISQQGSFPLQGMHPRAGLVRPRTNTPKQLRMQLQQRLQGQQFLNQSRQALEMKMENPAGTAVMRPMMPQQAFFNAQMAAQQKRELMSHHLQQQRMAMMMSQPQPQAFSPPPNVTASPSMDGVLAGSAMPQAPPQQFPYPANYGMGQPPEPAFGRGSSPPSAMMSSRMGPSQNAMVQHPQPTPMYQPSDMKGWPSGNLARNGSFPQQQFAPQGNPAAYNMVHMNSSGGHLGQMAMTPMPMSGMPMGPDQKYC
# IDE inh: cellular human IDE inhibition; AID 434962; P14735; inhibition, % at 5.59 µM; HEK cells, FAbetaB cleavage, fluorescence polarization; 320,000 compounds, 0.41% hits;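 active means percent inhibition above the average of all tested compounds plus 3 SD, set per screening campaign, cut at about 16% in these data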;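 further: IDE supplied by intact live HEK cells; FP after avidin binding of uncleaved biotin substrate so inhibition keeps polarization high; 0% = DMSO wells and 100% = 60 µM reference IDE inhibitor Ii1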
# * hit, by the source's call; · = not tested or not shown.
SMILES,CRFR2-BP antag,VIM-2 inh,IDE act,IMP-1 inh,HCV NS3 hel inh,GalR3 antag,UBC9 SUMO inh,p-CIP stab down,IDE inh
CC(=O)c1ccc(NC(=O)c2ccc(CSc3ccccc3)o2)cc1,10,-2.5,-6,-2.2,3,-6,-15,14,0
COc1ccc(C(=O)OCC(=O)c2c[nH]c3ccccc23)c(OC)c1,-1,·,4,·,·,-2,·,·,5
CS(=O)(=O)c1ccc(N)c(SSc2cc(S(C)(=O)=O)ccc2N)c1,-6,·,-24,·,·,3,·,·,30*
Cc1cc(C)nc(NNC2=CC(=[N+]3CCCCC3)CC(C)(C)C2)n1,-6,-6.0,0,-5.0,1,-3,-3,2,1
Cc1cccc(NC(=O)CSc2nc3ccccc3nc2N2CCCC2)c1C,24,-2.2,5,-1.8,14,·,9,8,8
COc1ccc(N=Cc2[nH]c3ccccc3c2O)cc1,-1,-1.4,2,-1.4,-2,-4,12,4,11
CCC(C)(C)n1nnnc1C(c1cccs1)N1CCCCC1 (centres undefined),-4,-2.0,-5,-0.4,-4,-9,13,-8,0
CCCc1nc2ccc(NC(C)=O)cc2c(=O)n1Cc1ccc(Cl)cc1,1,-1.1,2,-1.9,-18,1,-6,-4,-1
CN(C)c1ccc(NC(=O)Cn2ncn3c(cc4ccccc43)c2=O)cc1,11,-3.6,-3,-5.9,-14,-5,16,-24,-3
N/C(=N\N=C\c1cccs1)SC1CC(=O)N(c2ccc(Br)cc2)C1=O (centres undefined),-40,-2.9,4,-3.1,-4,-5,12,-4,5
CN(C(=O)c1ccc2c(Cl)c3c(nc2c1)CCC3)c1ccccc1,-2,-0.4,4,-2.8,7,·,10,-17,1
COc1ccccc1C(=O)Nc1ccc(OCC(=O)N2C(C)CCCC2C)cc1 (centres undefined),11,·,-12,·,·,-6,·,·,14
COc1cccc(C2(O)CCN(C(=O)C3CC3)CC2)c1,2,-4.8,2,-1.8,-3,-2,8,8,6
Cc1cc(C(=O)c2ccccc2)c(NC(=O)CCl)s1,9,3.6,2,0.9,7,-1,-6,5,4
O=C(CO/N=C/c1c(Cl)cccc1Cl)NNC(=O)c1cccc(Cl)c1,1,-5.2,-2,-3.0,15,5,3,-4,3
CCOC(=O)C(CCCCOc1cccc(CC)c1)C(=O)OCC,27,-1.9,2,-1.4,-2,1,-3,0,-5
O=C(NCCCN1CCOCC1)C(=O)c1c[nH]c2ccccc12,-6,2.2,-2,2.1,11,-7,9,-5,5
O=C(C1CCC(CNc2c(N3CCCCC3)c(=O)c2=O)CC1)N1CCN(C2CCCCC2)CC1 (centres undefined),0,-0.3,2,-0.2,-7,-1,16,-2,3
CC(C)c1ccccc1NC(=O)C1CC(=O)N(C2CCCC2)C1 (centres undefined),16,0.8,6,-0.3,5,-4,16,-6,-4
Cc1ccc(NC(=O)C(=O)NNC(=O)c2cccs2)cc1,8,-2.3,4,-4.5,-3,-5,5,-2,2
COc1ccccc1/C=N\Nc1ccccc1[N+](=O)[O-],2,-0.7,7,-2.3,10,0,1,-3,-2
CCOC(=O)c1ccc2nc(NC(=O)C(C)C)sc2c1,-2,1.2,4,-3.0,-5,-3,4,-6,3
C=CCn1c(CCCNC(=O)c2ccccc2OC)nc2ccccc21,-4,-4.6,3,-4.8,-3,·,-7,-10,5
O=C(O)c1cc(-c2ccco2)nn1-c1cccc(Cl)c1,-5,-0.8,3,-2.7,48*,-3,49,-7,9
O=C(CSc1ccc(Cl)cc1)NNC(=O)c1cccnc1,17,-1.9,-2,-1.6,-3,-4,13,-3,-4
Nc1c(C(=O)Nc2ccccc2)nnn1-c1ccc2c(c1)OCCO2,-7,-0.2,-3,-2.4,2,-9,9,-9,3
CCN(CC)C(=O)COC(=O)C1=NN(c2cc(C)ccc2C)C(=O)CC1,-6,-1.2,1,-0.7,-6,-8,16,-7,-1
O=S(c1ccsc1)c1ccsc1,4,-0.3,3,-8.9,0,-2,-6,-10,-2
COc1ccc(C(C(=O)NC2CCCC2)N(CCCO)C(=O)c2snc(C(N)=O)c2N)cc1 (centres undefined),8,-2.3,-3,-1.2,-4,-5,17,-6,2
COc1ccc(C(=O)C2CCCN(Cc3cccn3-c3ccccn3)C2)c(OC)c1 (centres undefined),7,-1.7,4,-3.0,-15,-10,-1,-12,0
Cc1cc(NC(=O)c2ccccc2)ccc1NC(=O)c1ccccc1Cl,-11,0.4,-2,-1.8,0,-9,22,-1,-2
COc1ccc(OC)c(NC(=O)C2CCCN(S(=O)(=O)c3c(C)noc3C)C2)c1 (centres undefined),4,-1.1,-1,-1.9,-4,-1,0,-15,2
CCOc1ccc(/C=N/NC(=S)Nc2c(C)cccc2C)cc1,2,-2.1,-5,-2.4,3,-7,-14,-6,11
CC(C)C1COC(c2cccn2Cc2ccccc2Cl)=N1 (centres undefined),-26,-2.4,5,-3.0,5,-4,-13,1,-4
O=C(CSc1nnnn1-c1ccc(O)cc1)Nc1cccc(S(=O)(=O)N2CCCC2)c1,17,-1.4,4,-2.4,3,-5,6,-5,1
Cc1ccc(SCCC(=O)Nc2ccccc2C(=O)NC(C)C)cc1,22,-2.0,3,-2.8,-16,3,13,-13,-1

# Only UBC9 SUMO inh (4 entries from above):
SMILES,UBC9 SUMO inh
COc1ccc(C(C(=O)NC2CCCC2)N(CCCO)C(=O)c2snc(C(N)=O)c2N)cc1 (centres undefined),17
COc1ccc(C(=O)C2CCCN(Cc3cccn3-c3ccccn3)C2)c(OC)c1 (centres undefined),-1
Cc1cc(NC(=O)c2ccccc2)ccc1NC(=O)c1ccccc1Cl,22
COc1ccc(OC)c(NC(=O)C2CCCN(S(=O)(=O)c3c(C)noc3C)C2)c1 (centres undefined),0

# Continuation.
SMILES,CRFR2-BP antag,VIM-2 inh,IDE act,IMP-1 inh,HCV NS3 hel inh,GalR3 antag,UBC9 SUMO inh,p-CIP stab down,IDE inh
COc1ccc(CNC(=O)/C=C/C(=O)O)cc1OC,13,0.5,4,-1.4,4,5,-6,0,-3
O=C(COC(=O)COc1cccc(C(F)(F)F)c1)NC1CCS(=O)(=O)C1 (centres undefined),3,·,0,·,·,-2,·,·,-1
c1ccc(C(NCCNC(c2ccccc2)c2ccccc2)c2ccccc2)cc1,16,-3.7,4,-3.7,-86,-4,1,-21,-2
CCCCCc1nc2c(C#N)c(-c3ccc(Cl)cc3)ccn2n1,-36,-4.3,4,-2.2,-13,-3,1,5,-2
C1CCCCCC2(CCCCC1)OCC(CN1CCOCC1)O2 (centres undefined),-31,-2.1,-4,-2.3,-4,3,6,3,-1
COc1ccc(/C=N/N2CCOCC2)cc1Cn1nc(C)c([N+](=O)[O-])c1C,9,-1.8,7,-2.7,3,0,6,-11,-1
COc1ccc2c(c1)cc1n2CCN=C1NCCO,14,-4.5,8,-3.0,-1,-3,36,-1,4
Cc1ccc(-c2nc(C)sc2CC(=O)OCC(=O)Nc2c(F)cccc2F)cc1,-7,-0.6,1,0.1,15,2,2,-2,5
COc1ccc(C(=O)CN2C(=O)NC3(CCCCCC3)C2=O)cc1,-29,-0.6,4,0.2,-3,-3,2,4,-4
CCc1ccc(NC(=O)c2cnn3ccccc23)cc1,-19,-2.8,8,-3.5,1,-6,-2,-5,1
CCCNC(=O)c1ccc(N2CCC3(CC2)CC(c2ccccc2)=NO3)c(NC(=O)c2ccc(Br)cc2)c1,9,-1.1,6,-3.4,18,-2,7,-2,-2
N#CCCN(C(=O)COC(=O)COc1ccccc1Cc1ccccc1)c1ccccc1,-5,·,2,·,·,-7,·,·,-3
O=C(CNS(=O)(=O)c1ccc([N+](=O)[O-])cc1)N/N=C/c1ccc(O)cc1O,-67,1.7,3,-1.9,7,-8,7,-7,-1
COc1cc2c(cc1O)CC[n+]1cc3c(OC)c(OC)ccc3cc1-2,-1,-0.7,-4,-4.3,-2,1,-4,3,-5
CC(=O)c1cccc(NC(=O)C(C)OC(=O)c2ccc3ncsc3c2)c1 (centres undefined),-10,·,6,·,·,-5,·,·,1
O=C(O)CC(C(=O)O)N1C(=O)/C(=C/C=C/c2ccco2)SC1=S (centres undefined),3,3.5,-5,-4.3,74*,0,·,-4,1
Cn1nccc1C(=O)Oc1ccc(/C=N/NC(=O)c2ccccc2O)cc1,1,-1.3,0,-2.3,-12,-6,18,-1,-3
CC1CCN(C2CCN(S(=O)(=O)c3ccc(F)cc3)CC2)CC1,4,-0.8,1,-2.2,5,-3,32,-6,-5
O=C(OCn1ncc(Cl)c(Cl)c1=O)c1ccc(F)cc1,·,-6.6,·,-2.6,0,·,-56,-4,0
COc1cc(OC)cc(N(C(=O)c2ccco2)C(C(=O)NC2CCCC2)c2ccc(N3CCOCC3)cc2)c1 (centres undefined),-5,-2.5,-2,-2.0,-3,-8,17,-16,3
CC(C(=O)Nc1cc(C(F)(F)F)ccc1N1CCOCC1)N1C(=O)C2CCCCC2C1=O (centres undefined),-2,·,7,·,·,-2,·,·,3
COC(=O)c1ccc(CSc2nc3c(cnn3-c3ccc(C)cc3)c(=O)[nH]2)o1,0,-5.3,-1,-0.7,7,-1,-3,4,2
CCN(Cc1ccc(C#CCCO)cc1)CC1CCCN(CCc2cccc(OC)c2)C1 (centres undefined),-2,-3.2,6,-1.9,-13,-3,-9,2,-5
COc1ccc(/C=C/C(=O)c2ccoc2)cc1,12,-2.4,5,-0.6,-4,5,16,-16,3
Cn1c(=O)n(C)c2cc(S(=O)(=O)Nc3ccccc3C(=O)O)ccc21,17,0.2,4,-5.8,1,-4,12,4,4
CCOC(=O)N1CCN(S(=O)(=O)c2ccc3[nH]c(=O)sc3c2)CC1,10,-2.6,1,-3.5,6,1,-12,-6,-2
CCS(=O)(=O)N1CCC(C(=O)NCc2ccco2)CC1,-46,-2.5,2,-2.5,0,-1,5,5,-4
O=C(CNC(=O)c1cccc(Br)c1)N/N=C/c1cccnc1,-22,0.7,1,-3.8,-4,3,-3,-2,4
CCN(CC)C(=O)C1=C(C)NC(=O)NC1c1c(F)cccc1Cl (centres undefined),-1,0.7,7,2.0,12,-4,4,-15,3
COc1ccc(CCNC(=O)c2cc(S(=O)(=O)N3CCCCC3)c[nH]2)cc1OC,11,-0.4,0,-1.5,0,·,8,-20,4
CCc1c(O)cc2n(c1=O)-c1ccccc1C2(C)C,-2,-5.3,6,-5.6,5,-5,-6,-7,10
C#CC[N+]1(CC#Cc2ccc(C)cc2)CCCCC1,-1,-2.5,-3,-2.5,-6,-2,14,-18,1

# High-throughput results: PubChem, several laboratories

# No enrichment for hits; any-hit rate near 3.2%.
